# BoNT-F LC inh: blocks Botulinum neurotoxin F light chain protease. Multiplex microsphere protease cleavage assay, flow cytometry. inhibition, % at 10 µM. actives 0.22% (n = 360,000); in the data active means inhibition above about 35%, passing the limit was not always enough; inconclusive means no clear call, values can overlap the other calls; further: plate controls were buffer without enzyme for full effect and enzyme alone for no effect
# UGM FP inh: inhibitors of M. tuberculosis UDP-galactopyranose mutase. P9WIQ1. purified UGM, fluorescence polarization probe displacement. inhibition, % at 10 µM. actives 0.06% (n = 320,000). AID 504406; in the data active means inhibition above about 10%, passing the limit was not always enough; inconclusive means no clear call, values can overlap the other calls
# Target sequence (P9WIQ1 whole entry, looked up): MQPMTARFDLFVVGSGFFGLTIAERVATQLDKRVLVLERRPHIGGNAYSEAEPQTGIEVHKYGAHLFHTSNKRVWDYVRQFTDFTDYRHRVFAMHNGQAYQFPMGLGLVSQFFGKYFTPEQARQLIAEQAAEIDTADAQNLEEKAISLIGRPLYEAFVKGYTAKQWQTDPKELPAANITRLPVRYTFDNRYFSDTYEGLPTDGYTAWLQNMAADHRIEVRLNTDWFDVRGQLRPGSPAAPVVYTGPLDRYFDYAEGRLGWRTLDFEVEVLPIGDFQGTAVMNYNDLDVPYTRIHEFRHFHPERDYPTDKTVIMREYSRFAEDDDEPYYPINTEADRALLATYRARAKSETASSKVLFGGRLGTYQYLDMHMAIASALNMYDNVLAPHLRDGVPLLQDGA
# FadD28 FP inh: M. tuberculosis FadD28 bisubstrate binding inhibition. FadD28 bisubstrate probe binding, fluorescence polarization. actives 0.22% (n = 360,000). inhibition, % at 12.5 µM; in the data active means inhibition above about 8.5%, passing the limit was not always enough; inconclusive means no clear call, values can overlap the other calls
# Mtb FBA inh: inhibitors of M. tuberculosis fructose-bisphosphate aldolase | P9WQA3 | purified M. tuberculosis FBA, fluorescence read-out | inhibition, % at 1 µM | actives 2.3% (n = 360,000) | AID 588726; in the data active means inhibition above about 27%;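 further: 0% = vehicle and 100% = reference inhibitor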
# MazEF act: MazEF (E. coli) toxin RNase activation; actives 0.32% (n = 350,000); activation, % at 20 µM; FAM/BHQ RNA-DNA oligo cleavage fluorescence, 5 h; in the data active means activation above about 50%
# Target sequence (P0AE70 whole entry, looked up): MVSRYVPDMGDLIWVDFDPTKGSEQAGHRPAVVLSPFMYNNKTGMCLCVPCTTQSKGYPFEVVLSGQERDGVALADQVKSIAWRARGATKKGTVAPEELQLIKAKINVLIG
# PrPC TRFRET: inhibitors of human cell surface prion protein PrPC | P04156 | TR-FRET read-out | inhibition, % at 13.8 µM | actives 0.43% (n = 370,000); in the data active means inhibition above about 24%; further: 0% = median of the test wells and 100% = reference compound wells
# BioA inh: inhibitors of Mycobacterium tuberculosis BioA enzyme | inhibition, % at 9.99 µM | actives 0.096% (n = 360,000) | purified M. tuberculosis BioA enzyme, plate reader; in the data active means inhibition above about 40%; inconclusive means no clear call, values can overlap the other calls
# Rv3671c protease: inhibits the M. tuberculosis serine protease Rv3671c; inhibition, % at 5.96 µM; P9WHR9; actives 0.048% (n = 320,000); in the data active means inhibition above about 38%;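 further: extracellular domain of Rv3671c used as enzyme; 0% = enzyme with DMSO and 100% = no enzyme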
# Target sequence (P9WHR9 whole entry, looked up, the tested form may be a part): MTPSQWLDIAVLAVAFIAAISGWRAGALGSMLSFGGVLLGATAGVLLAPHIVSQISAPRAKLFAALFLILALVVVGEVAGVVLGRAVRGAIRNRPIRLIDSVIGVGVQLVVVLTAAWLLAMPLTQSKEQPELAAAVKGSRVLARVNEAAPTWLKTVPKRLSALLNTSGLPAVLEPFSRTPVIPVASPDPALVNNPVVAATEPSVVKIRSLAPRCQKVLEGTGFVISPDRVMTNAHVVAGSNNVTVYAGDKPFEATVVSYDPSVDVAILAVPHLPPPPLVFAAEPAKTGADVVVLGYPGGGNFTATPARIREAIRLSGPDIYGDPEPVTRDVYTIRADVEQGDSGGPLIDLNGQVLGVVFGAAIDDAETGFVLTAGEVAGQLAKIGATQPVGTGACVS
# GDH-TPI counter: GDH-TPI coupled enzyme inhibition counter-screen | AID 588335 | GDH-TPI coupled enzyme counterscreen, NADH absorbance | actives 1.2% (n = 360,000) | inhibition, % at 4.8 µM; in the data active means inhibition above about 30%;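 further: 0% = DMSO wells and 100% = wells lacking the enzyme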
# Active calls of the source: *; ? = inconclusive; / = not tested or not shown.
SMILES,BoNT-F LC inh,UGM FP inh,FadD28 FP inh,Mtb FBA inh,MazEF act,PrPC TRFRET,BioA inh,Rv3671c protease,GDH-TPI counter
O=C(CN(C(=O)c1csnn1)c1ccccc1F)NC1CCCCC1,-13,-0.1,-1.8,0,7,2,-0.8,-1,-7
COC(=O)C(C)SC1=N/C(=C/c2ccc(-n3cncn3)cc2)C(=O)N1 (stereo unspecified),0,-0.9,-0.9,0,-4,-11,-1.8,5,43*
N#C/C(=C/C1=C(N2CCOCC2)C(=C/c2ccccc2)/CC1)C(=O)Nc1ccccc1F,5,/,9.9*,0,-139,-2,4.6,/,6
CC(C)CCn1c(SCCN2CCOCC2)nc2c1c(=O)[nH]c(=O)n2C,-6,-0.3,0.7,4,9,-1,-1.1,-1,2
COc1ccc(C(=O)NC2CC2)cc1OC1CCN(Cc2ccc(F)cc2)CC1,-1,1.9,-0.9,-1,3,-4,1.1,/,-2
O=C(NC(c1ccc2c(c1)OCO2)c1ccccn1)C1CCN(CCOc2ccc(Cl)cc2Cl)CC1 (stereo unspecified),-11,/,-2.3,-1,/,-6,-1.9,/,7
Cc1ccnc(NC(=O)CCCc2ccccc2)c1,-2,-0.4,-3.2,-3,-3,6,1.2,-15,-3
O=C(CSc1nnc(C2CC2)n1C1CC1)c1ccc(F)c(F)c1,-6,1.2,-1.9,1,5,-5,0.9,2,4
COc1cc(C)c(N(C(C)=O)c2ccccc2)c(C)c1,-8,-1.4,-4.4,2,7,-5,0.1,3,-8
O=c1[nH]c(=O)n(CCC2=CCCCC2)c(O)c1C=NCCCn1ccnc1,-4,-1.3,-1.2,1,-15,4,-1.3,-5,-4
O=C(CSc1ncc(-c2ccccc2)nn1)NCc1ccco1,9,-1.5,-0.1,4,6,-10,0.4,15,9
COc1ccc(OC)c(N(CC(=O)N2CCc3ccccc3C2)S(C)(=O)=O)c1,-2,0.3,-0.8,2,7,-7,2.4,3,8
CCc1ccc(NS(=O)(=O)c2c(C(=O)N3CCCCCC3)c(C)n(C)c2C)cc1,-1,4.0,-3.4,-2,0,4,3.6,0,-2
Cc1nc(SCC(=O)c2ccc(F)c(F)c2)[nH]c(=O)c1Oc1ccc(F)cc1,-8,-1.1,0.9,1,1,-5,/,2,-4
O=C(N/N=C/c1ccccc1O)NC12CC3CC(CC(C3)C1)C2,-26,3.2,1.5,3,3,4,-1.5,5,10
O=C(Nc1ccc(S(=O)(=O)Nc2cnc3ccccc3n2)cc1)c1ccc(Cl)c([N+](=O)[O-])c1,?,0.7,1.7,1,7,-27,9.2,-7,11
Cc1ccc2cccc(OCc3ccccc3)c2n1,?,-2.1,-0.9,3,2,2,4.0,-1,4
Cc1cc(C(=O)NC(Cc2ccccc2)C(=O)O)c(C)o1 (stereo unspecified),-4,-0.6,-1.0,6,0,9,-1.7,4,4
COC(=O)c1c(C(=O)OC)c(-c2cccc(F)c2)n2c1CS(=O)(=O)C2,6,2.8,-2.7,-3,9,-1,/,4,-1
CC(=O)Cn1cnc2c(sc3nc(C)cc(C)c32)c1=O,?,-0.2,0.5,2,2,-2,/,-10,19
N#Cc1ccc(Cl)cc1NC(=O)CSc1cccc[n+]1[O-],-8,0.4,0.8,3,3,6,-1.9,10,5
Cc1ccc(N2C(=O)C3CC3C2=O)cc1 (stereo unspecified),1,2.5,-3.6,-4,-3,-5,-0.5,-5,-1
COc1ccc(Nc2nc(N)c3ccccc3n2)c(OC)c1,6,-1.7,1.6,-1,11,3,-1.5,/,6
CC(=O)c1ccc(N2CCN(C(=O)c3ccc(-c4ccccc4)cc3)CC2)cc1,5,-1.8,-2.7,-3,5,4,-0.8,1,14
Cc1nnc(SC(C)C(=O)c2c[nH]c3ccccc23)n1C1CC1 (stereo unspecified),-7,/,-1.2,4,9,-2,-2.4,/,23

# Results in FadD28 FP inh, BioA inh and MazEF act (five entries from above):
SMILES	FadD28 FP inh	BioA inh	MazEF act
Cc1nc(SCC(=O)c2ccc(F)c(F)c2)[nH]c(=O)c1Oc1ccc(F)cc1	0.9	/	1
O=C(N/N=C/c1ccccc1O)NC12CC3CC(CC(C3)C1)C2	1.5	-1.5	3
O=C(Nc1ccc(S(=O)(=O)Nc2cnc3ccccc3n2)cc1)c1ccc(Cl)c([N+](=O)[O-])c1	1.7	9.2	7
Cc1ccc2cccc(OCc3ccccc3)c2n1	-0.9	4.0	2
Cc1cc(C(=O)NC(Cc2ccccc2)C(=O)O)c(C)o1 (stereo unspecified)	-1.0	-1.7	0

# Going on with the list.
SMILES,BoNT-F LC inh,UGM FP inh,FadD28 FP inh,Mtb FBA inh,MazEF act,PrPC TRFRET,BioA inh,Rv3671c protease,GDH-TPI counter
NS(=O)(=O)c1ccc(CCNC(=O)CSc2cccs2)cc1,-12,0.0,-0.7,97*,-2,-4,-2.3,-19,1
CC1Cc2ccccc2N1C(=S)NC(=O)c1ccco1 (stereo unspecified),-6,0.6,-2.1,0,-3,3,/,13,4
Fc1ccc2cc(CCO[C@H]3CCCCO3)ncc2c1,-5,-0.7,-1.6,-1,3,3,0.5,-8,0
CC(=O)Nc1cc(-c2ccccc2)ccc1O,-9,0.4,-2.0,0,5,2,/,-19,3
COC(=O)C(CSCc1ccccc1)NC(=O)CCNC(=O)OCc1ccccc1 (stereo unspecified),-2,/,-2.9,0,0,5,/,/,-4
COc1ccc(C(=O)NC(=S)N2CCNC(=O)C2)cc1Br,5,1.1,-2.4,1,1,4,0.4,-8,1
COc1ccc(N2C(=O)C(CN3CCN(C)CC3)C2c2ccccc2)cc1 (stereo unspecified),4,4.2,-2.2,1,4,5,/,-1,-6
CCOc1ccc(N2CC(C(=O)Nc3ccccc3F)CC2=O)cc1 (stereo unspecified),-1,1.3,0.0,5,3,3,-1.1,4,0
Cc1ccc(C)c(NC2=NCC(=O)N2C2CCCCC2)c1,-21,-1.7,-1.3,-2,10,0,1.3,12,7
COc1ccc(CN(C(=O)CSc2nnc(-c3ccccc3F)o2)c2ccc(F)cc2)cc1,-5,1.2,-5.9,2,-11,/,0.7,-16,6
Oc1ccc(-c2csc(Nc3cccnc3)n2)cc1,-11,1.9,2.6,3,1,-3,0.6,-3,17
Cc1ccc(NC(=O)c2ccc(NC(=O)c3ccccc3)cc2)cc1C,-6,1.6,-4.2,-1,-16,-1,-1.8,-14,2
N#Cc1c(C(F)(F)F)cc(C2CC2)nc1N1CCCC1,-10,-3.3,-1.0,10,6,1,0.0,8,7
Cc1cc(C)cc(CC2CC(=O)N(c3cc(C)ccc3C)C2=O)c1 (stereo unspecified),-38,-0.1,-1.5,0,-3,-4,-0.3,/,-6
COc1ccc2[nH]cc(CCNC(=S)NC3CCCC3)c2c1,1,0.5,-0.2,-1,-2,1,/,-4,15
Cc1cc(C)n(C(=O)CN2C(=O)COc3ccccc32)n1,13,-1.0,-2.2,6,-3,-4,0.3,-5,-1
COc1ccc2c(C)cc(SCC(=O)c3ccc4c(c3)OCO4)nc2c1,1,0.9,-1.8,0,-26,5,/,-12,5
O=C(Nn1cnnc1)c1ccc(F)cc1,14,1.7,0.3,1,-7,3,-1.4,-10,-5
CCNC(=O)NCc1c(C)c(C)n(Cc2ccccc2)c1-n1cccc1,0,-1.4,-0.6,4,-19,-9,0.3,-7,2
CC(C)C(=O)Nc1c2c(nn1-c1ccc(F)cc1)CS(=O)(=O)C2,-3,-1.6,0.2,3,5,5,-0.7,3,7
CCN=C1S/C(=C\c2cc(Cl)c(OC)c(OC)c2)C(=O)N1CC,6,-2.7,/,0,-13,5,0.3,6,-1
CN(C)S(=O)(=O)c1cccc(NC(=O)Cn2cnc3ccccc3c2=O)c1,4,-0.3,0.0,-1,0,0,-0.6,-5,-5
COc1cccc(C2/C(=C(/O)c3cnn(-c4ccccc4)c3C)C(=O)C(=O)N2CCN(C)C)c1 (stereo unspecified),-5,-0.9,-2.0,0,4,-7,-1.8,-5,14
O=[N+]([O-])c1ccc(N/N=C2\CC3CC=CC23)cc1 (stereo unspecified),-8,-0.6,-1.4,-4,12,12,/,-2,17
Cc1ccc(C(OCC(O)CNC(C)c2ccccc2)c2ccccc2)cc1 (stereo unspecified),-6,1.5,-2.1,-3,-1,12,/,9,6

# 4 structures from above, arranged by length of the SMILES, descending.
SMILES,BoNT-F LC inh,UGM FP inh,FadD28 FP inh,Mtb FBA inh,MazEF act,PrPC TRFRET,BioA inh,Rv3671c protease,GDH-TPI counter
COc1ccc(CN(C(=O)CSc2nnc(-c3ccccc3F)o2)c2ccc(F)cc2)cc1,-5,1.2,-5.9,2,-11,/,0.7,-16,6
CCN=C1S/C(=C\c2cc(Cl)c(OC)c(OC)c2)C(=O)N1CC,6,-2.7,/,0,-13,5,0.3,6,-1
Cc1ccc(C(OCC(O)CNC(C)c2ccccc2)c2ccccc2)cc1 (stereo unspecified),-6,1.5,-2.1,-3,-1,12,/,9,6
NS(=O)(=O)c1ccc(CCNC(=O)CSc2cccs2)cc1,-12,0.0,-0.7,97*,-2,-4,-2.3,-19,1

# The listing picks up, repeating the 5 entries before the break.
SMILES,BoNT-F LC inh,UGM FP inh,FadD28 FP inh,Mtb FBA inh,MazEF act,PrPC TRFRET,BioA inh,Rv3671c protease,GDH-TPI counter
CCN=C1S/C(=C\c2cc(Cl)c(OC)c(OC)c2)C(=O)N1CC,6,-2.7,/,0,-13,5,0.3,6,-1
CN(C)S(=O)(=O)c1cccc(NC(=O)Cn2cnc3ccccc3c2=O)c1,4,-0.3,0.0,-1,0,0,-0.6,-5,-5
COc1cccc(C2/C(=C(/O)c3cnn(-c4ccccc4)c3C)C(=O)C(=O)N2CCN(C)C)c1 (stereo unspecified),-5,-0.9,-2.0,0,4,-7,-1.8,-5,14
O=[N+]([O-])c1ccc(N/N=C2\CC3CC=CC23)cc1 (stereo unspecified),-8,-0.6,-1.4,-4,12,12,/,-2,17
Cc1ccc(C(OCC(O)CNC(C)c2ccccc2)c2ccccc2)cc1 (stereo unspecified),-6,1.5,-2.1,-3,-1,12,/,9,6
Cc1ccc2c(=O)[nH]c(Nc3nc(C)cc(-c4ccccc4)n3)nc2c1,0,-0.7,-3.6,-8,-105,3,-1.7,-3,-17
COc1ccc2c(c1)CC/C(=C/c1ccccn1)C2=O,3,-2.7,1.3,0,-8,6,2.2,-9,16
O=C(Nc1ccccc1-c1nnc(SCc2ccc(Cl)cc2Cl)o1)c1ccccc1,-2,0.8,-0.1,2,5,6,/,-4,9
Cc1ccc(S(=O)(=O)NC(c2ccccc2)C(C)C(=O)n2nc(C)cc2C)cc1 (stereo unspecified),-5,0.7,-2.9,-2,5,13,0.8,6,0
CCOc1ccccc1NC(=O)COC(=O)C12CC3CC(CC(O)(C3)C1)C2,5,/,-1.5,1,4,-3,0.7,/,-1
CC1(C(=O)Nc2ccc3c(c2)OCO3)CCN1C(=O)c1ccco1 (stereo unspecified),4,/,-4.1,-3,/,3,1.1,/,0
O=C(CCCC(=O)N(CC(=O)NC1CCCCC1)Cc1ccco1)Nc1ccccn1,3,1.7,-3.3,0,-4,-4,/,-3,-6
CCn1c2ccccc2c2cc(NC(=O)c3cc(OC)cc(OC)c3)ccc21,-6,0.8,1.6,-3,-8,4,/,-14,13
CCN(CC)CCNC(=O)c1nn(-c2ccc(Cl)cc2)c2c1CCc1cc(OC)ccc1-2,-11,/,-3.7,16,32,-5,/,/,1
COc1cccc(-c2cc(C(F)(F)F)nc(-n3cc(Cl)cn3)n2)c1,-5,2.0,-2.6,-7,-5,2,-1.4,-5,12
Cc1cccc(NC(=O)CSCC(=O)Nc2cc(S(=O)(=O)N3CCOCC3)ccc2N2CCCC2)c1,-3,0.6,-1.8,1,-3,-6,-1.7,-7,2
CC(=O)NC(NC(=S)Nc1ccc(C)cc1C)C(Cl)(Cl)Cl (stereo unspecified),8,-0.4,-1.4,-2,5,3,-1.4,-1,2
O=C(CN1C(=O)NC2(CCCC2)C1=O)Nc1ccccc1N1CCCCC1,/,-2.3,-4.1,-2,-1,5,-1.8,1,-9
O=C(COC(=O)c1ccco1)c1ccc2ccccc2c1,-9,3.3,-1.0,2,-5,8,-1.0,-5,8

# Compound activity (PubChem)
